F508del corr = correctors of CFTR F508del function in bronchial epithelial cells | CFBE cells, YFP halide quenching; stimulated with forskolin plus potentiator P3; % fluorescence drop versus neutral controls | activity (quench increase), % at 7.58 µM | hit rate 0.36% among 350,000;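 active = mean added fluorescence quench of at least 8% versus neutral control, with both replicates also reaching 8%; inconclusive = only one of the mean or replicate conditions met; inactive = mean below 8% and not both replicates reaching 8%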;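 note: cells transiently co-express mutant CFTR-F508del with the halide-sensitive YFP; corrector assay measuring rescue of mutant channel to the surface after 24 h compound exposure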
RAD52 inh = inhibitors of human RAD52 DNA annealing. AID 651710. hit rate 0.46% among 360,000. recombinant RAD52 DNA annealing, FRET fluorescence. P43351. inhibition, % at 18.7 µM;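 active = every replicate showing at least 50% inhibition; inconclusive = mean inhibition at least 50% but not in every replicate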
Target sequence (P43351 whole entry, looked up): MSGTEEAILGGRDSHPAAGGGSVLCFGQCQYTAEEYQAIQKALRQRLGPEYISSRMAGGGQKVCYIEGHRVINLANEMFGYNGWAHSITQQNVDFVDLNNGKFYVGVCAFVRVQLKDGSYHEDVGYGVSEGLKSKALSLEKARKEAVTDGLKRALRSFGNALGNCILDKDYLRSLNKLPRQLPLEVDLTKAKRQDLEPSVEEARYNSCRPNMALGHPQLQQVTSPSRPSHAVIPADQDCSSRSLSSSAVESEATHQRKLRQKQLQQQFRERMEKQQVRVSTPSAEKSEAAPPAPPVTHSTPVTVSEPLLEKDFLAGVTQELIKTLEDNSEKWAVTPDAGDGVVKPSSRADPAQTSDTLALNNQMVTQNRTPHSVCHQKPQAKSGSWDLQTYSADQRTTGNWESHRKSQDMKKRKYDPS
E-selectin induc = E-selectin induction on HUVECs. P16581. HUVEC E-selectin immunofluorescence imaging; normalized: neutral wells 0, TNF-alpha wells 100. activation, % at 7.58 µM. hit rate 0.37% among 260,000;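 active = mean E-selectin-positive cell signal at least 10% of the positive control, reached in at least 60% of replicates, without over 20% cell loss; inconclusive = no rule given, readout overlaps actives, possibly toxicity-flagged; inactive = the rest, including those meeting only one limit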;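 note: in these data hits start at about 27%; measured in HUVEC primary endothelial cells; signal is the percent of cells scored E-selectin positive by PE staining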
Target sequence (P16581 whole entry, looked up): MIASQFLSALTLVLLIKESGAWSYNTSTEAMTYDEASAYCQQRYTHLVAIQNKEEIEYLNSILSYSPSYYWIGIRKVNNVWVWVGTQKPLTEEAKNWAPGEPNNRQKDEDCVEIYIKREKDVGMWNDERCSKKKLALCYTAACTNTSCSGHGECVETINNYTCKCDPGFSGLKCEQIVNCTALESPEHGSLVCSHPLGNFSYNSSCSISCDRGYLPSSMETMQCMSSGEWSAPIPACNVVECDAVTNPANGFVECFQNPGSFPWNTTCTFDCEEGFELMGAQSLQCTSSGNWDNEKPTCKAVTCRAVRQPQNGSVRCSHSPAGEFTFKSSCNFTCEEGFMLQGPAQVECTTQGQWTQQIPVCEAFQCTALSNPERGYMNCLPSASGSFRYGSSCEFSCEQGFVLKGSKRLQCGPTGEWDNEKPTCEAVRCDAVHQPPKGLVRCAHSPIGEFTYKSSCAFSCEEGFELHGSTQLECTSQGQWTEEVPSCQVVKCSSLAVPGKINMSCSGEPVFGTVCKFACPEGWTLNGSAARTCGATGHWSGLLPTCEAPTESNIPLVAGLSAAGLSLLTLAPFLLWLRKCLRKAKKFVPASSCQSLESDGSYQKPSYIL
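material = human umbilical vein endothelial cells (HUVEC), E-selectin induction | quantity = 3,000 cells/well | medium = EGM-2 growth medium on 0.1% gelatin-coated wells | technique = immunofluorescence imaging | read-out basis = % PE-positive cells | control set = TNF-alpha positive control, DMSO neutral control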
CASP6 VEID inh = caspase-6 (human) enzyme inhibition; inhibition, % at 12.5 µM; P55212; purified caspase-6, Z-VEID-R110 cleavage fluorescence; hit rate 0.53% among 350,000;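 active = mean inhibition across replicates at least about 35%, with every replicate also reaching that limit, limit read from the data; inconclusive = only one of the two criteria met; inactive = neither criterion met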;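 note: 0% = median of neutral control wells and 100% = no fluorescence left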
DENV2 CPE rescue = DENV2-induced cell death inhibition; DENV2-infected cells, cytopathic effect rescue, plate reader; hit rate 1.7% among 350,000; CPE inhibition, % at 9.99 µM; in the data active = CPE inhibition above about 20%, passing the limit was not always enough; inconclusive = no clear call, values can overlap the other calls; tested in BHK-21 cells;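 note: 0% = median of neutral control wells and 100% = median of positive control wells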
RAD54 branch = blocks human RAD54 Holliday junction branch migration; Q92698; FAM/BHQ fluorescence; hit rate 0.14% among 360,000; inhibition, % at 10.4 µM;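 active = mean normalized replicate activity at least 40 and at least half of replicates scoring 40 or more; inconclusive = only one of the two criteria met; inactive = mean below 40 and under half of replicates reaching 40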;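 note: 0% = median of neutral control wells and 100% = median of positive control wells; inhibitors cause a drop in the FAM fluorescence signal; in these data hits start at about 50%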
XiGFP reactiv = activators of X-chromosome reactivation in mouse fibroblasts; XiGFP mouse fibroblasts, % GFP-positive cells imaging, 3 d; cells co-treated with 5-aza-dC sensitizer; scaled so ellipticine positive control = 100%; activation, % at 7.58 µM; hit rate 0.055% among 360,000; AID 743238;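 active = mean normalized replicate activation at least 10% and every replicate at or above 10%; inconclusive = only one of the two criteria met; inactive = mean below 10% and not all replicates reach 10%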;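 note: 0% = median of on-plate neutral control wells and 100% = ellipticine 6 µM median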
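Material: SV40-immortalized XiGFP fibroblast cells, line 68-5-11 | Buffer or medium: DMEM containing 5-aza-dC | Dosing: One concentration, pinned | Times: 3 d treatment, 15 min room-temperature fixation | Controls: Ellipticine 6 µM positive control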
INS-1E GSIS act = primary screen for activators of insulin secretion dependent on glucose, INS-1E cells, GLuc reporter luminescence | INS-1E GLuc reporter insulin secretion, 2-3 h | AID 743287 | activation, % at 16.6 µM | hit rate 0.61% among 370,000;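 active = lowest replicate activation of at least 40%, so every replicate reaches that level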;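 note: 0% = median of neutral control wells and 100% = median of IBMX positive control wells; some compounds called inactive have numbers as strong as hits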
An asterisk follows results filed as active; ? = inconclusive; . = not tested or not shown.

SMILES | F508del corr | RAD52 inh | E-selectin induc | CASP6 VEID inh | DENV2 CPE rescue | RAD54 branch | XiGFP reactiv | INS-1E GSIS act
C[C@H]1CN([C@@H](C)CO)C(=O)c2cc(/C=C/c3ccccc3)cnc2O[C@@H]1CN(C)C(=O)c1ccccc1 | -2.2 | 11 | -0.2 | -1 | 7 | 4 | 0.4 | -36
CS(=O)(=O)N1CCc2cc(C(=O)Nc3cccc([N+](=O)[O-])c3)ccc21 | 1.3 | 1 | . | -5 | 4 | 2 | 0.0 | .
CC1=C(C(N)=O)C(c2ccccc2)n2nc(-c3cccs3)nc2N1 (centres undefined) | -2.0 | -15 | 0.0 | 1 | 3 | 2 | 0.2 | 5
O=C(C[C@H]1C=C[C@@H](NC(=O)C2CCC2)[C@@H](CO)O1)NC1CCCCC1 | -0.7 | 1 | 0.0 | 2 | -1 | 2 | 0.2 | 2
Cc1oc(C(C)(C)C)cc1C(=O)N1CCN(c2ccc(C(F)(F)F)cn2)CC1 | 1.5 | 1 | -0.2 | 2 | 2 | . | -0.1 | 10
CCOc1ccc(CN2CCC(C(=O)Nc3cccc(-c4ccn[nH]4)c3)CC2)cc1Cl | 0.4 | -3 | 2.0 | -1 | 5 | -6 | 0.0 | -15
C/C=C/c1ccc([C@H]2[C@H]3CN(S(=O)(=O)c4cccc(F)c4)CC(=O)N3[C@H]2CO)cc1 | -0.9 | -15 | 0.7 | 0 | 30* | . | 0.0 | -2
C[C@H]1CN([C@@H](C)CO)C(=O)c2cc(NS(C)(=O)=O)ccc2O[C@@H]1CN(C)C(=O)Nc1ccc2c(c1)OCO2 | 3.9 | 22 | 0.1 | -2 | 1 | 0 | 0.0 | 6
CNC[C@H]1OCCCC[C@H](C)Oc2ccc(NS(=O)(=O)c3ccccc3)cc2C(=O)N([C@@H](C)CO)C[C@H]1C | 1.8 | -12 | 0.0 | -3 | ? | -4 | -1.2 | 17
C[C@@H]1CN([C@@H](C)CO)C(=O)c2cccc(NC(=O)NC3CCCCC3)c2O[C@@H]1CN(C)Cc1ccncc1 | 0.3 | 6 | -15 | -2 | 1 | -7 | -0.1 | 7
Nc1c([N+](=O)[O-])c(=O)sc2ccccc12 | -4.3 | -1 | . | . | 0 | . | 0.0 | 7
O=C(CCC1CCCN(Cc2ccc3c(c2)OCCO3)C1)NCc1ccccc1F (centres undefined) | 0.2 | -14 | 0.4 | -1 | 12 | 2 | -0.2 | -8
O=C(N/N=C/c1cccs1)c1[nH]ncc1Br | -0.9 | 6 | 0.0 | 3 | -4 | -3 | 0.0 | -18
COc1ccc2c3c([nH]c2c1)[C@H](CO)N(Cc1ccc(Cl)cc1)CC31CCN(C(=O)CN(C)C)CC1 | 4.9 | . | -0.5 | . | 13 | . | 0.3 | -2
CN(C)CCC=C1c2ccccc2C=Cc2ccccc21 | -9.1 | 8 | 0.4 | 2 | -6 | -2 | -0.2 | .
CCCN1C[C@@H](C)[C@@H](OC)CN(C)C(=O)c2ccc(NC(=O)Nc3c(C)noc3C)cc2OC[C@@H]1C | 4.7 | -8 | -0.3 | -6 | 4 | 7 | 0.0 | 7
COCCn1cnc2c1c(=O)n(Cc1ccc(C#N)cc1)c(=O)n2Cc1ccccc1 | -0.5 | -6 | 0.0 | 5 | 1 | -1 | 0.0 | 9
CCC(CCC(=O)Nc1cccc([N+](=O)[O-])c1)C(=O)O (centres undefined) | 0.0 | -5 | -0.1 | 1 | 4 | 8 | 0.9 | 39
CNC[C@H]1Oc2cc(-c3ccccc3F)ccc2S(=O)(=O)N([C@H](C)CO)C[C@H]1C | 0.1 | 10 | -0.4 | . | 1 | -3 | 0.7 | 13
CCN(CC(=O)Nc1ccc(NC(C)=O)cc1)C(=O)c1ccc(NC2CC2)c([N+](=O)[O-])c1 | -4.7 | -9 | 0.4 | 2 | 2 | 10 | -0.1 | -7
C[C@@H]1CN([C@@H](C)CO)C(=O)c2cc(NS(=O)(=O)c3ccc(Cl)cc3)ccc2O[C@@H](C)CCCCO[C@@H]1CN(C)S(=O)(=O)c1cccs1 | 0.3 | -30 | . | -2 | 1 | -1 | 0.0 | 28
COc1cccc(CN(C)C(=O)c2ccc(S(=O)(=O)Nc3ccccc3C)cc2)c1OC | 4.8 | -26 | -0.2 | 0 | -9 | 13 | 0.6 | -35
CC=Cc1ccc2n(c1=O)C[C@@H]1[C@@H](CO)[C@H](C(=O)NCC3CC3)[C@H]2N1Cc1cccnc1 (mixture of isomers) | 2.8 | -1 | -0.3 | 0 | ? | 0 | 0.0 | 18
COCC(=O)Nc1ccc2c(c1)C(=O)N(C)C[C@@H](OC)[C@@H](C)CN(Cc1ccccc1F)[C@@H](C)CO2 | -1.3 | -11 | -0.3 | -4 | -2 | -7 | -0.1 | -15
O=C(O)c1cccc(CSc2ncn[nH]2)c1 | -0.2 | -10 | 5.3 | 2 | 0 | . | 0.2 | 25
CNC(=O)COC(=O)CCC(=O)c1ccc(Cl)cc1 | -1.2 | -2 | 0.0 | . | 8 | 4 | -0.1 | 1
Cc1ncc(CN2CCCC(C(=O)Nc3ccc(-n4ccnc4C)cc3)C2)cn1 (centres undefined) | 2.2 | -6 | . | -6 | 3 | -5 | 0.3 | 9
COC(=O)c1sc(-c2cccs2)cc1N | 1.1 | -9 | . | -2 | 9 | 11 | 0.0 | .
CO[C@H]1CN(C)C(=O)c2ccc(NC(C)=O)cc2OC[C@@H](C)N(C(=O)c2ccccc2F)C[C@@H]1C | 4.0 | . | 0.3 | . | . | 11 | 0.0 | -3
C/C(=N\NC(=O)c1ccccc1O)c1cccc(NC(=O)c2ccccc2)c1 | 2.4 | -26 | -1.7 | 5 | 3 | 6 | 0.0 | 1
NC(c1csc(Nc2ccc(C(F)(F)F)cn2)n1)C1CCCCC1 (centres undefined) | 0.2 | 33 | 0.4 | 16 | -13 | 12 | 0.2 | 533*
CC(C)NC(=O)N(C)C[C@@H]1Oc2ccc(NC(=O)CCCCCC(=O)Nc3ccccc3N)cc2C(=O)N([C@H](C)CO)C[C@H]1C | 0.8 | -4 | -13 | -1 | 6 | . | 0.2 | -1
Cc1cccc(C(=O)O[C@@H]2[C@H](Cc3ccccc3)NS(=O)(=O)[C@H]3C[C@@H]4C=C[C@]23O4)c1 | -0.5 | -18 | -0.1 | -1 | 0 | 5 | 0.2 | 0
O=C(Nc1ccc(Cl)cc1)Nc1ccc(Br)cn1 | 3.6 | -8 | -0.1 | . | 0 | 4 | 0.2 | 8
COc1ccc(NC(=O)N2CCC(Cc3ccccc3)CC2)cc1 | 2.4 | -3 | . | -2 | -6 | . | 0.0 | -25
CN(C)CC#Cc1ccc([C@@H]2[C@@H](CO)N3C(=O)CN(C(=O)c4cccnc4)C[C@@H]23)cc1 | 0.9 | 30 | 0.5 | 3 | 11 | . | 0.3 | -3
COc1ccc(Cl)cc1NC(=O)c1cc(-c2ccc(C)cc2O)n[nH]1 | -0.5 | -3 | -1.0 | 3 | 8 | -6 | 0.5 | -10
COCCc1ccc(OC2(C)CCN(Cc3cccc(OC)c3OC)C2)cc1 (centres undefined) | 1.4 | -6 | -0.2 | 0 | 14 | 2 | -0.1 | -11
N#C[C@H]1[C@@H](c2ccc(-c3cccnc3)cc2)[C@H](CO)N1C(=O)C1CC1 | -1.6 | -3 | 0.1 | -1 | -11 | -20 | -0.1 | 0
Cn1c(SCc2ccccc2)nc(C(F)(F)F)cc1=O | -2.8 | -12 | . | 5 | -5 | . | 0.0 | 8
C[C@H]1CN([C@@H](C)CO)C(=O)c2cc(C3=CCCC3)cnc2O[C@H]1CN(C)Cc1cccnc1 | 0.0 | -12 | 0.2 | -2 | 17 | 4 | -0.1 | -10
CC(C)=CCc1c(O)c(CC=C(C)C)c2c(c1O)C(=O)CC(c1ccc(O)cc1)O2 (centres undefined) | 0.8 | -51 | . | 3 | ? | 0 | . | 6
C=CCN1CCN(C(c2ccccc2OC)c2nnnn2C(C)(C)C)CC1 (centres undefined) | -0.8 | -2 | -0.7 | -3 | ? | . | 0.0 | 41
C[C@H](CO)N1C[C@H](C)[C@@H](CN(C)S(=O)(=O)c2cccc(F)c2)Oc2ncc(-c3cccc(F)c3)cc2C1=O | -1.2 | -1 | -0.2 | -2 | 10 | -2 | 1.4 | 3
Cc1ccc(S(=O)(=O)N(C)C[C@@H]2OCCCC[C@@H](C)Oc3ccc(NS(=O)(=O)c4cn(C)cn4)cc3C(=O)N([C@@H](C)CO)C[C@H]2C)cc1 | 0.0 | -2 | . | 0 | 9 | 1 | 0.2 | -11
COc1ccc(S(=O)(=O)N(C)c2ccc(C(=O)NC3CCCC3)cc2)cc1 | 2.2 | -13 | 1.1 | 0 | 7 | 2 | 0.0 | -1
O=C(CSc1ccc(Cl)cc1)Nc1ccccc1N1CCN(C(=O)c2ccc(Cl)cc2)CC1 | -2.9 | -5 | 0.8 | 5 | -13 | . | 0.0 | .
Cc1cc(C(=O)N[C@H](c2ccccc2)[C@@]2(C)C[C@@H]2[C@@H](C)C(=O)Nc2ccc3ccccc3c2)n(C)n1 | 1.6 | -8 | 0.4 | -1 | -12 | 6 | -0.1 | 0
CO[C@H]1CN(C)C(=O)c2cc(NC(=O)c3ccc4c(c3)OCO4)ccc2OC[C@@H](C)N(CC2CC2)C[C@H]1C | -0.6 | 4 | -0.4 | -3 | 3 | -9 | 0.0 | 1
CCC(C)C(=O)Nc1ccc([N+](=O)[O-])cc1OC (centres undefined) | 1.0 | -21 | . | 0 | 5 | -5 | 0.3 | 14

Record cards, from the list above. Order of values: F508del corr | RAD52 inh | E-selectin induc | CASP6 VEID inh | DENV2 CPE rescue | RAD54 branch | XiGFP reactiv | INS-1E GSIS act
`C=CCN1CCN(C(c2ccccc2OC)c2nnnn2C(C)(C)C)CC1` (centres undefined) is listed with -0.8 | -2 | -0.7 | -3 | ? | . | 0.0 | 41
`C[C@H]1CN([C@@H](C)CO)C(=O)c2cc(C3=CCCC3)cnc2O[C@H]1CN(C)Cc1cccnc1` is listed with 0.0 | -12 | 0.2 | -2 | 17 | 4 | -0.1 | -10
`C[C@H](CO)N1C[C@H](C)[C@@H](CN(C)S(=O)(=O)c2cccc(F)c2)Oc2ncc(-c3cccc(F)c3)cc2C1=O` is listed with -1.2 | -1 | -0.2 | -2 | 10 | -2 | 1.4 | 3

The list continues:
SMILES | F508del corr | RAD52 inh | E-selectin induc | CASP6 VEID inh | DENV2 CPE rescue | RAD54 branch | XiGFP reactiv | INS-1E GSIS act
C[C@@H]1CN([C@@H](C)CO)C(=O)c2cc(NC(=O)Nc3ccc4c(c3)OCO4)ccc2O[C@@H](C)CCCCO[C@H]1CN(C)C(=O)C1CCCCC1 | 3.6 | -2 | 0.0 | -9 | 77* | 12 | 0.2 | 1
Cc1ccc(S(=O)(=O)NCC[C@H]2CC[C@@H](NC(=O)CC3CC3)[C@H](CO)O2)cc1 | 0.2 | -2 | -0.1 | 2 | 3 | 1 | -0.5 | -8
C[C@@H]1CCCCO[C@H](CN(C)S(=O)(=O)c2cn(C)cn2)[C@@H](C)CN([C@@H](C)CO)C(=O)c2cc(NC(=O)Nc3ccc(F)cc3)ccc2O1 | -2.0 | 3 | 0.1 | 0 | 3 | -3 | -0.1 | -11
Fc1ccc(-c2nnc3n2CCCCC3)cc1 | -1.3 | 0 | . | 1 | -5 | . | 0.0 | -7

Screening results from PubChem.

Random draw from the library; overall some 3.7% were active at least once.
